Bioassay records deposited in PubChem BioAssay by Broad Institute.
PGC1a acetyl inh: inhibitors of PGC1a acetylation signal, primary screen, cell-based, U2OS, AlphaScreen, inhibitor mode | AlphaScreen anti-acetyl-lysine; with virally co-expressed GCN5 acetyltransferase | inhibition, % at 15.6 µM | AID 651687, 2012 | actives 0.17% (n = 350,000);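 active = every replicate shows inhibition of at least 40%; inconclusive = mean inhibition at least 40% but some replicate below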;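 note: 0% = neutral control wells and 100% = positive control wells; some results beyond the cut were filed as inactive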
RAD52 anneal inh: RAD52 DNA annealing inhibitors, primary screen, biochemical, FRET, single point, set 2. inhibition, % at 18.7 µM. recombinant RAD52 DNA annealing, FRET fluorescence. DNA repair protein RAD52 homolog (Homo sapiens), P43351. actives 0.46% (n = 360,000). AID 651710, 2012;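 active = every replicate showing at least 50% inhibition; inconclusive = mean inhibition at least 50% but not in every replicate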
miR122 inh: miR-122 Renilla sensor signal increase in Huh7, primary screen, miR-122 inhibitor project, cell-based, single point, plate reader; Huh7 miR-122 Renilla luciferase sensor, 48 h; neutral wells = 0, positive control = 100; activation (reporter increase), % at 12.5 µM; actives 0.3% (n = 340,000);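 active = mean replicate activation score at least 90 and every replicate individually at or above 90; inconclusive = only one of the two criteria met; inactive = neither criterion met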;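 note: higher luciferase means less miR-122 activity so hits act as miR-122 inhibitors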
RAD54 branch: inhibitors of human RAD54 branch migration, primary screen, biochemical, fluorescence, single point. DNA repair and recombination protein RAD54-like (Homo sapiens), Q92698. actives 0.14% (n = 360,000). inhibition, % at 10.4 µM. AID 602329, 2012. RAD54 Holliday junction branch migration, FAM/BHQ fluorescence;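 active = mean normalized replicate activity at least 40 and at least half of replicates scoring 40 or more; inconclusive = only one of the two criteria met; inactive = mean below 40 and under half of replicates reaching 40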;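 note: 0% = median of neutral control wells and 100% = median of positive control wells; inhibitors cause a drop in the FAM fluorescence signal; in these data hits start at about 50%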
Target sequence (Q92698 whole entry, looked up): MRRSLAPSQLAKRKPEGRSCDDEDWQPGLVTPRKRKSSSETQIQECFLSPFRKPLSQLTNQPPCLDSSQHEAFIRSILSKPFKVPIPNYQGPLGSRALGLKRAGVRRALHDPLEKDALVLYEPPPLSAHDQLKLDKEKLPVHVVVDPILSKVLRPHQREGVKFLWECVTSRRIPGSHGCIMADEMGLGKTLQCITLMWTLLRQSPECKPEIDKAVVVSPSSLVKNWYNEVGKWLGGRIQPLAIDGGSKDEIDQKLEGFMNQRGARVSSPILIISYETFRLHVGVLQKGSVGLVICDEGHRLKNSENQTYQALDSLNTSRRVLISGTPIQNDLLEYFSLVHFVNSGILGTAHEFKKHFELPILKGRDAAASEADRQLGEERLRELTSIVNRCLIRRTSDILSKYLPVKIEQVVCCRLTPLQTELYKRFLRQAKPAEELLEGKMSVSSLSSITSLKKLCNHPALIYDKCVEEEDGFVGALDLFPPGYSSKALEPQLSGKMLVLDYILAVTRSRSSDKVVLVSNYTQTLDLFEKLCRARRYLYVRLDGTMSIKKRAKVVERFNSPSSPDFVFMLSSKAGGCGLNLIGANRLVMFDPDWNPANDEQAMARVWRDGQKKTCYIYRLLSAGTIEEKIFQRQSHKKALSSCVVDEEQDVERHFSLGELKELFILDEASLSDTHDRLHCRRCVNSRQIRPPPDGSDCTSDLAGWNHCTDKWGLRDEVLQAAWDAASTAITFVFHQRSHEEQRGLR
E-sel inducer: E-selectin induction in HUVECs, primary screen, imaging, HUVEC, immunofluorescence imaging, single point; P16581; normalized: neutral wells 0, TNF-alpha wells 100; activation, % at 7.58 µM; actives 0.37% (n = 260,000); AID 686992, 2013;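 active = mean E-selectin-positive cell signal at least 10% of the positive control, reached in at least 60% of replicates, without over 20% cell loss; inconclusive = no rule given, readout overlaps actives, possibly toxicity-flagged; inactive = the rest, including those meeting only one limit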;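 note: in these data hits start at about 27%; measured in HUVEC primary endothelial cells; signal is the percent of cells scored E-selectin positive by PE staining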
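Test system – human umbilical vein endothelial cells (HUVEC), E-selectin induction · Input – 3,000 HUVEC seeded per well · Buffer or medium – EGM-2, gelatin · Compound dosing – single-point compound dose · Detection – immunofluorescence imaging · Measure – percent E-selectin-positive cells · Controls – TNF-alpha high, DMSO low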
Cneo AK release: Cryptococcus neoformans cell lysis inducers, primary screen, AK release luminescence, single concentration; C. neoformans lysis, adenylate kinase release luminescence, 4 h; normalised: neutral wells 0, clomiphene wells 100; lysis activity, % at 15 µM; actives 0.2% (n = 360,000);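 active = mean lysis activity across replicates of at least 80%, whatever share of replicates individually reach that level; inactive = mean lysis activity below 80%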
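Test system: log-phase Cryptococcus neoformans yeast cells. Input: 5 × 10^6 yeast cells/mL. Medium: fresh YPD growth medium. Doses: single dose. Incubation: static 4 h at 37 °C with compound, 1 h detection. Measured by: luminescent adenylate kinase detection reagent. Read-out: signal increase indicating cell lysis. Benchmarks: Clomiphene.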
PglD DTNB: C. jejuni PglD acetyltransferase inhibitors, primary screen, biochemical, DTNB colorimetric, single point. inhibition, % at 12.5 µM. purified PglD enzyme, DTNB colorimetric CoA detection. actives 0.098% (n = 360,000); in the data active = inhibition above about 16%, passing the limit was not always enough; inconclusive = no clear call, values can overlap the other calls; note: strong numbers were not always called active
ERAP1 inh: human ERAP1 aminopeptidase inhibitors, primary screen, biochemical, single point, plate reader | Endoplasmic reticulum aminopeptidase 1 (Homo sapiens), Q9NZ08 | recombinant ERAP1, Leu-AMC fluorescence, 60 min | inhibition, % at 10.7 µM | actives 0.15% (n = 340,000) | AID 652197, 2013;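 active = mean replicate inhibition of at least 30%, or all replicates individually reaching that 30% level; inactive = mean below 30% and not every replicate reaching it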;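 note: 0% = neutral control wells and 100% = L-leucinethiol positive control wells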
* hit, by the source's call; ? = inconclusive; . = no result given; [ ] = another dose, or the depositor's remark.

SMILES	PGC1a acetyl inh	RAD52 anneal inh	miR122 inh	RAD54 branch	E-sel inducer	Cneo AK release	PglD DTNB	ERAP1 inh
COCCNC(=O)c1cc2c(c(-c3cccc(-c4cccc(F)c4)c3)n1)[C@H](CCO)N(S(=O)C(C)(C)C)C2 (some centres not stated)	-6	-19	.	5	0.3	-17	0	0
C[C@H]1CN([C@@H](C)CO)C(=O)c2cc(NC(=O)CCN3CCOCC3)ccc2O[C@H]1CN(C)S(C)(=O)=O	3	1	-6[16.7 µM]	0	?	-6	7	1
Oc1c(Cl)cc(Cl)c(Cl)c1Cc1c(O)c(Cl)cc(Cl)c1Cl	18	-11	1	7	-0.2	1	2	3
CCOC(=O)c1c(/N=C/C2=C(O)CC(C)(C)CC2=O)sc(C)c1C	.	.	-5	-4	.	0	-4	.
CN(C)c1ccc(NC(=O)CSc2nc3c(c(=O)[nH]2)CCCC3)cc1	3	-9	6	.	.	.	.	-3
O=C(NCCc1ccc(Cl)cc1)c1cnccn1	1	-5	0	6	-0.9	-1	4	4
O=C(NCC1CCCO1)C1CCN(C(=O)c2ccc(Cl)cc2)CC1 (configuration not stated)	-7	.	-11	1	.	0	6	.
CN(C)C(=O)c1cccc(-c2ccc3c(c2)[C@@H]2[C@@H](CCN2C(=O)c2cnccn2)[C@H](CO)N3)c1	8	-8	-1[16.7 µM]	6	-0.3	7	-1	2
C[C@@H]1CN([C@H](C)CO)C(=O)c2cc(NC(=O)c3ccccc3)ccc2O[C@@H](C)CCCCO[C@H]1CN(C)S(=O)(=O)c1cn(C)cn1	5	14	5[16.7 µM]	3	0.2	0	-1	2
O=c1c(OC2OC(CO)C(O)C(O)C2OC2OC(CO)C(O)C(O)C2O)c(-c2ccc(O)cc2)oc2cc(O)cc(O)c12 (configuration not stated)	1	2	-14	-15	.	5	4	.
CCC(=O)c1ccc(OCC(=O)OCC(=O)N(C)CC(=O)Nc2ccc(F)cc2)cc1	10	-1	10	.	0.0	.	.	-1
CCCN(c1ccc(OCC)cc1)S(=O)(=O)c1ccc2c(c1)CCN2C(=O)CCC(=O)O	12	.	-11	1	.	1	-4	.
Cc1ccc(CC(=O)Nc2cccc(S(=O)(=O)N3CCOCC3)c2)cc1	.	0	17	-5	0.8	-2	-5	-4
CC(=O)NC(c1ccccc1)c1nc(-c2cccc(C#N)c2)cs1 (configuration not stated)	5	-7	-2	-3	2.1	0	-4	10
COc1ccc2c3c(n(C)c2c1)[C@H](CO)NCC31CCN(C(=O)Nc2ccccc2F)CC1	-4	0	.	.	-0.2	.	.	5
COc1cc2oc(=O)ccc2cc1[C@H](O)[C@@H](O)C(C)(C)O	9	5	-4	1	-0.1	0	4	2
COc1cccc(N2CCN(C(=O)c3ccc(CSc4nc5ccncc5[nH]4)cc3)CC2)c1	.	-13	-3	-4	-0.2	-1	-3	1
CCCCOC(=O)c1ccc(NC(=S)NC(=O)c2c(Cl)cnn2C)cc1	7	.	-2	0	.	0	3	.
CN=C(C)c1c(O)c2ccccc2oc1=O	4	.	-1	4	.	-1	-2	.
C=CCOc1ccc(/C=N/NC(=O)CC(=O)NC2CCCCC2)cc1	.	-9	.	-7	4.3	-1	4	-5
CN1CCCCN2[C@H](CO)[C@@H](c3ccc(C#CC4(O)CCCC4)cc3)[C@@H]2C1	7	1	-4[16.7 µM]	2	-0.3	6	0	1
CCNC(=O)C[C@@H]1CC[C@@H](NS(=O)(=O)c2ccc(C)cc2)[C@H](CO)O1	31	2	.	-7	-0.3	0	1	0
Cc1cccc(C)c1OCC(=O)Nc1ccccc1N1CCCCC1	.	-13	.	0	.	-1	.	2
CC(C)(C)C(=O)N1CCC(O)(CS(=O)(=O)Cc2ccccc2)CC1	-8	-18	-6	5	1.6	-1	-2	2
CCCCSc1nnc(-c2cc3c(C(F)(F)F)nn(C)c3s2)n1C	3	.	-1	-10	.	2	0	.
New compounds follow.
SMILES	PGC1a acetyl inh	RAD52 anneal inh	miR122 inh	RAD54 branch	E-sel inducer	Cneo AK release	PglD DTNB	ERAP1 inh
Cc1ccc(Cc2c(-c3ccco3)nc3ccc(C)cn23)cc1	7	-24	2	-2	.	8	-5	3
CCCc1n(CC(O)COC2CCCCC2)c2ccccc2[n+]1C (configuration not stated)	-12	-4	3	3	.	-1	-3	12
O=C(NN=C1c2ccccc2-c2ccccc21)c1ccccc1	1	-15	14	12	0.1	41	-9	-1
c1csc(C2=Nn3c(nnc3-c3ccncc3)SC2)c1	47	.	17	-6	.	-2	3	.
CC(/C=N\NC(=O)c1ccc(C)nc1)=C\c1ccccc1	2	-5	0	-11	-0.1	4	-2	0
CCc1ccc(CN2CCCC(CNC(=O)c3cc(OC)cc(OC)c3)C2)cc1 (configuration not stated)	3	-19	-2	2	.	5	3	0
Cc1csc(=Nc2ccccc2)n1C	-4	-5	-1	9	.	-2	-3	-1
Cc1ccc2[nH]c3c(=O)n(CC(=O)NCCCN4CCN(c5ccc(F)cc5)CC4)ncc3c2c1	-5	-10	-6	2	.	2	3	-2
CN(C)CC(=O)Nc1ccc2c(c1)[C@H]1C[C@H](CC(=O)NCc3ccccc3)O[C@@H](CO)[C@H]1O2	4	-10	-1[16.7 µM]	6	0.3	1	-1	-1
CCc1ccc(-c2nc(CS(=O)CC(=O)NC3CC3)c(C)o2)cc1 (configuration not stated)	0	-5	2	-2	2.4	4	2	-1
O=C(C[C@@H]1CC[C@@H](NS(=O)(=O)c2ccc(F)cc2)[C@@H](CO)O1)NCc1ccncn1	-3	-7	.	-4	-2.1	-1	-1	1
CNC(=O)C1C2C=CC3(O2)C1C(=O)N(CCOC)C3C(=O)NCc1ccc(OC)cc1 (configuration not stated)	5	.	-20	-13	.	-3	.	.
COc1ccc(OC)c(S(=O)(=O)Nc2cc3c4c(c2)C(C)C(=O)N4CCC3)c1 (configuration not stated)	-7	-14	28	4	-1.2	1	1	0
CCC(C)Sc1nnc(NC(=O)C2CCN(C(=O)c3ccco3)CC2)s1 (configuration not stated)	3	-4	-5	.	.	.	.	0
CC(C)CC#Cc1ccc([C@@H]2[C@@H](CO)N3C(=O)CN(C(=O)c4cnccn4)C[C@@H]23)cc1	0	-5	.	.	1.5	.	.	2
O=C(Nc1ccccc1C(=O)N1CCCCC1)c1cc(F)c(F)cc1Cl	7	-10	0	15	-0.3	0	-6	-3
C[C@H](O)[C@@H]1CN2CCc3c([nH]c4ccccc34)[C@@H]2C[C@@H]1N(C)C(=O)Nc1ccc(F)cc1	-12	-64	9	.	2.6	.	.	0
CC(=O)N(CC1CCCO1)c1nnc(-c2ccccn2)s1 (configuration not stated)	7	.	-5	-8	.	-2	4	.
COc1ccc(OC(C)C(=O)N(C)Cc2nc(-c3ccc(OC)cc3)no2)cc1 (configuration not stated)	-4	-2	-1	3	0.1	2	-3	1
O=C(NCCc1ccco1)C(=O)NCC1OCCCN1S(=O)(=O)c1cc(F)ccc1F (configuration not stated)	.	-6	-2	0	.	2	2	2
CC(C)CCN1NC2(CCC(C)CC2)NC1=S (configuration not stated)	7	1	.	1	.	8	5	1
C[C@@H]1CCCCO[C@H](CN(C)S(=O)(=O)c2ccccc2)[C@H](C)CN([C@@H](C)CO)C(=O)c2cc(NC(=O)Nc3ccc4c(c3)OCO4)ccc2O1	-8	-14	-7[16.7 µM]	1	-0.4	0	-2	0
Cc1ccc(NC(=O)CNS(=O)(=O)c2ccc(F)cc2)cc1C	15	-6	12	-3	.	0	-2	0
COc1cccc(NC(=O)CCS(=O)(=O)c2ccc3c(c2)oc(=O)n3C)c1	-2	8	0	-6	.	-1	1	4
N=C1/C(=C\c2ccc(-c3ccc(C(=O)O)cc3)o2)C(=O)N=C2SC=C(c3ccccc3)N12	7	-30	-7	-3	.	-6	-2	3
New compounds follow
SMILES	PGC1a acetyl inh	RAD52 anneal inh	miR122 inh	RAD54 branch	E-sel inducer	Cneo AK release	PglD DTNB	ERAP1 inh
CO[C@H]1CN(C)C(=O)c2cc(NS(=O)(=O)c3ccc(C)cc3)ccc2OC[C@H](C)N(C)C[C@H]1C	-16	14	0[16.7 µM]	0	-0.2	116*	5	1
C[C@@H]1CN([C@H](C)CO)C(=O)c2cc(C3=CCCC3)cnc2O[C@@H]1CN(C)Cc1ccccn1	5	-3	3[16.7 µM]	8	0.0	-1	1	-4
CCc1ccc2nc3nc(C)cc(C)c3c(N)c2c1	10	83*	-1	88*	.	-4	-1	-314
COc1ccc(CN(C)C[C@H]2OCCCC[C@H](C)Oc3ccc(NC(=O)c4ccncc4)cc3C(=O)N([C@H](C)CO)C[C@H]2C)cc1	9	3	-5[16.7 µM]	-4	0.1	-1	-2	2
C[C@@H]1CCCCO[C@H](CN(C)C(=O)c2ccccc2)[C@@H](C)CN([C@@H](C)CO)C(=O)c2cc(NC(=O)c3ccncc3)ccc2O1	2	2	2[16.7 µM]	-6	0.1	-5	-1	-1
CCOc1ccc2nc(NCCO)[nH]c2c1	9	.	-5	2	.	1	8	.
Cc1ccnc(NC(=O)CNC(=O)c2sc3ccccc3c2Cl)c1	2	-10	.	2	0.1	-1	4	-2
CC(=O)c1c(O)cc(O)c(C(C)=O)c1O	11	.	-15	4	.	3	7	.
CC(=O)Oc1ccc(-c2cccc(C(=O)N(C)c3ccc(O)cc3)c2)cc1	6	-11	2	.	0.9	.	.	0
O=C(CCCSc1nnnn1-c1cccc2ccccc12)c1ccc(F)cc1	-4	.	-12	-1	.	-2	5	.
Cc1c(Cc2ccccc2)sc(/N=C/c2c(O)ccc3ccccc23)c1C(N)=O	.	.	15	2	.	0	-1	.
CC(NC(=O)c1ccccc1)C(=O)NC1=NCCS1 (configuration not stated)	-5	.	-7	5	2.3	1	-1	.
O=C(OCCNC(=O)c1ccc2ccccc2n1)c1ccc(F)cc1	-1	.	-2	-2	.	-3	1	.
COc1ccc(NC(=O)Nc2ccc3c(c2)C(=O)N([C@@H](C)CO)C[C@@H](C)[C@@H](CN(C)S(=O)(=O)c2ccc(C)cc2)OCCCC[C@H](C)O3)cc1	5	1	3[16.7 µM]	-11	-0.2	-2	12	-4
NC(=O)C1CCN(CC(=O)Nc2ccccc2C(=O)NC2CC2)CC1	3	-11	-7	1	-0.6	4	-4	-3
Cc1ccc(NC(=O)c2c(F)cccc2Cl)cc1S(=O)(=O)N1CCOCC1	24	-23	20	-5	-0.4	-1	-2	-4
Cc1ccc(NC(=O)c2ccc(Cl)c(S(=O)(=O)N3CCCCC3)c2)nc1	.	-15	.	3	-0.3	0	3	-2
